TDP1 block: blocks human tyrosyl-DNA phosphodiesterase 1 | Q9NUW8 | recombinant TDP1, AlphaScreen DNA substrate cleavage | Potency, µM (series often up to 130 µM), inactives show top-dose activity change, negative = inhibition, usual class: inhibitors | 0.28% of 350,000 active | AID 485290; also: nearly all actives have a fitted effect of over 40% in size
Target sequence (Q9NUW8 whole entry, looked up): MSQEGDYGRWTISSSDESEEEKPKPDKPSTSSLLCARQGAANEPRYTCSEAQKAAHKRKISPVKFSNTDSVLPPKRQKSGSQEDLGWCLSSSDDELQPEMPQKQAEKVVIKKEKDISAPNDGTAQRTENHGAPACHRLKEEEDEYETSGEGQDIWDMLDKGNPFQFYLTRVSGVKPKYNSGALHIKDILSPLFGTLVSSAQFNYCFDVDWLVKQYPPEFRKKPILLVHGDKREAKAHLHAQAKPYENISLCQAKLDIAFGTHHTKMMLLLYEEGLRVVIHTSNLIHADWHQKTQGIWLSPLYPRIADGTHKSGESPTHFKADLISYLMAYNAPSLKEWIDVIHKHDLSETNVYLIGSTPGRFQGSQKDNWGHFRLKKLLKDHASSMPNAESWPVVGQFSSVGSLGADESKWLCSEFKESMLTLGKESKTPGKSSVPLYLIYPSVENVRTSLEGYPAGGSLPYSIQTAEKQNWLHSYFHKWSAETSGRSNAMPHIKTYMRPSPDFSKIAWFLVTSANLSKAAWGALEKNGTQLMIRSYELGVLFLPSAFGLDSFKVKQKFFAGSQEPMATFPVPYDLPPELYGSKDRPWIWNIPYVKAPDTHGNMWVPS
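AlphaScreen read-out: signal falls as enzyme removes the 3' tyrosine-FITC from a 5'-biotinylated DNA oligo (15 nM, 5 min, RT). Enzyme was E. coli-made recombinant Tdp1 at 1 nM, exposed to compound for 15 min beforehand; beads 10 ug/ml, 10 min.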
FEN1 inhibitor: human FEN1 inhibition. AID 588795. P39748. Recombinant FEN1 flap cleavage, fluorescence, 15 min. 0.35% of 390,000 active. Potency, µM (series often up to 114 µM), inactives show at the highest dose activity change, negative = inhibition, usual class: inhibitors; also: nearly all actives have a fitted effect of over 65% in size
Target sequence (P39748 whole entry, looked up): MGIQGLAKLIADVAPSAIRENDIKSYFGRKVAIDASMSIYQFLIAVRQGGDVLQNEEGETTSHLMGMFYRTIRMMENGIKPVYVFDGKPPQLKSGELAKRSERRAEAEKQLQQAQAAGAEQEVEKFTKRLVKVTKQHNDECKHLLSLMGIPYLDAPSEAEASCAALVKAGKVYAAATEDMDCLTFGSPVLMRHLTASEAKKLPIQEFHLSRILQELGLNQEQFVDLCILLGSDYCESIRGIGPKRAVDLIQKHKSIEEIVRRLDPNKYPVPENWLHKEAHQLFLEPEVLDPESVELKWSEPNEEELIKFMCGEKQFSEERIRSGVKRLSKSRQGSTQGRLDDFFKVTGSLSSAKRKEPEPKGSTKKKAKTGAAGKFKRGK
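Concentration–response screening of FEN1 (10 nM): 15 min compound preincubation at room temperature, reaction started with 50 nM substrate and read at 0 and 15 min. Corrected, normalized data were fitted by a four-parameter Hill equation.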
N370S GC mod: N370S glucocerebrosidase modulation, Gaucher chaperone candidate | 0.092% of 330,000 active | Potency, µM (top dose mostly 59.4 µM), for inactives: at the top dose activity change, negative = inhibition, usual class: inhibitors | N370S GC spleen homogenate, 4MU-glucoside fluorescence | P04062 | AID 2101;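 also: 0% = full enzyme activity and -100% = no enzyme basal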
The depositor's hits bear a star; ? = inconclusive; / = not tested or not shown; & = joins results of further samples; [ ] = remark or other dose. Calls follow the shape of the dose curve; as a rule, active = well fitted curve in the direction sought with a large enough effect; inconclusive = small, poorly fitted or top-dose-only effect, or another doubt; inactive = no such curve, though single readings can be large; an effect the other way counts as inactive or inconclusive. Unless noted, % is scaled to controls: 0 for no effect and ±100 for the full control effect; potency is read from the fitted curve at half-maximal effect.

SMILES	TDP1 block	FEN1 inhibitor	N370S GC mod
C[C@H](NC(=O)c1nc[nH]c1C(=O)NCC(=O)OC(C)(C)C)C(=O)OCc1ccccc1	/	-22%	2%
CC(NC(=O)COc1cccc(Br)c1)C(=O)O (stereo unspecified)	1%	-3%	-2%
CCc1cccc(CC)c1NC(=S)Nc1ccccc1	4%	1%	5%
O=C(Nc1ccc(OCc2cc(=O)n3c4c(sc3n2)CCCC4)cc1)c1cccc(F)c1	4%	-3%	/
Cc1c(NC(=O)c2ccc(-c3ccc([N+](=O)[O-])cc3Cl)o2)c(=O)n(-c2ccccc2)n1C	2%	-2%	-10%
CC(C)(C)C(=O)Nc1nc(NC(=O)C(C)(C)C)nc(-c2ccccc2Cl)n1	4%	-2%	0%
COC(=O)[C@@H]1C[C@H]1[C@@H](N)c1ccccc1	3%	/	0%
Cc1ccc(CN(Cc2ccco2)C(=O)c2cccc(C)c2)cc1	2%	-6%	/
COc1ccc(C(=O)N[C@H](C(=O)Nc2ccc(OC)nc2)C(C)C)cc1	-1%	-1%	-22%
COc1ccc(-c2cc(C(F)(F)F)nc(SCCC(=O)Nc3ccc(F)cc3F)n2)cc1	-1%	13%	/
CCc1ccc(OC(C)C(=O)N2CCC(c3nc4ccccc4o3)CC2)cc1 (stereo unspecified)	2%	-3%	/
Cc1ccc2c(c1)sc1nc(=O)n(-c3ccc(Cl)c(Cl)c3)c(=O)n12	8%	4%&-4%	-2%
Cc1cc(C)nc(SCCC(=O)N(C)C)n1	3%	1%	4%
CCOC(=O)c1nnn(CC(=O)N2N=C(c3ccc(Cl)cc3)CC2c2ccc(OC)cc2)c1C(=O)OCC (stereo unspecified)	5%	-7%	-2%
COCCCNc1nc2ccccc2[nH]c1=O	-4%	5%	-2%
COc1ccc2c(OC)c3ccoc3nc2c1OC	9%[56.1 µM]	-23%	9%
CCCn1nnnc1NCc1ccc(CC)cc1	0%	8%	-4%
CC1CCN(C(=O)c2ccc(S(=O)(=O)NCc3ccco3)cc2)CC1	89µM*	3%	1%
COc1ccc(-c2noc(CCC(=O)N3CCN(c4ccc(F)cc4)CC3)n2)cc1	1%[56.1 µM]	15%	/
COc1ccc(C2=Nn3c(nnc3-c3ccccc3Cl)SC2)cc1OCC1CC1	3%	4%	/
O=C(c1ccc(S(=O)(=O)N2CCOCC2)cc1)N1CCN(c2ccc(F)cc2)CC1	1%	-1%	3%[2.35 µM]
CCOC(=O)c1cc(-c2csc(-c3cccc(Cl)c3)n2)on1	6%	10%	-20%
COc1ccc(NC(=O)CN(C)C(=O)c2cccc3ccccc23)cc1	4%	-3%	-3%
Cc1c(CCOC(=O)C23CC4CC(CC(C)(C4)C2)C3)sc[n+]1CC(=O)c1ccccc1	-3%	12%	?
COc1ccc(CCN2CCC(Nc3nc4ccccc4n3Cc3ccc(F)cc3)CC2)cc1	5%	-4%	?
COc1ccc(N(CC(=O)Nc2ccc(OC)c(OC)c2)S(=O)(=O)c2ccccc2)cc1Cl	6%	-26%	-18%
O=C(CCCSc1ccc(Cl)cc1)Nc1ccccc1O	4%	-23%	2%
C=C1C[C@H](O[C@@H]2O[C@H](CO)[C@@H](O)[C@H](O)[C@H]2O)[C@@H]2[C@H](OC(=O)[C@H]2C)[C@H]2[C@H](C)[C@@H](O)C[C@@H]12	0%	2%	/
O=C(NCC(c1ccco1)N1CCc2ccccc21)C(=O)Nc1ccc(F)cc1F (stereo unspecified)	/	-4%	-2%
COc1ccc(CCNc2nc(-c3ccc(F)cc3)c(CC(=O)O)s2)cc1OC	12%	0%	-3%
COc1ccc(NC(=S)NC(=O)c2cccnc2)cc1	/	-9%	2%
CCOc1ccccc1N1CC(c2nc3ccccc3n2CCCCOc2ccccc2)CC1=O (stereo unspecified)	5%	-20%	/
O=C(Nc1cnc2ccccc2c1)N1CCOCC1	-1%	9%	0%
Cc1cc(N2CCN(C)CC2)nc2ccc(NC(=O)CCC(=O)NCc3ccco3)cc12	3%	5%	2%
Cc1ccsc1C(=O)OCC(=O)N(C)C1CCCCC1	-1%	-3%	/
COc1ccccc1-n1c(N)cc(=O)nc1SCC(=O)Nc1cc(C)on1	0%	7%	0%
O=C(NCc1ccc2c(c1)OCO2)c1nc(Cn2ccc([N+](=O)[O-])n2)no1	4%	0%	-7%
CCc1ccc(S(=O)(=O)Nc2ccc3[nH]c(=O)sc3c2)cc1	1%	14%	/
Cc1ccc(CNC(=O)C2CCN(S(=O)(=O)c3c(C)noc3/C=C/c3c(C)cc(C)cc3C)CC2)cc1	7%	-12%	/
Cc1cc(NC(=O)COC(=O)c2cnccn2)ccc1Br	0%	0%	/
O=C1C(Oc2ccc(Cl)cc2)C(c2ccc3c(c2)OCO3)N1CC1CCCO1 (stereo unspecified)	0%	-14%	8%
O=C(NCCc1ccccc1)C(=Cc1ccc(C(=O)O)cc1)C(=O)NCCc1ccccc1	-8%	1%	1%
CCOC(=O)C1(CCOc2ccccc2)CCN(Cc2cc(OC)c(O)c(OC)c2)CC1	/	-3%	-18%
Cc1cccc(NC(=O)Nc2ccc(Cl)c(Cl)c2)n1	6%	-4%	28%
NC(=O)CC(NC(=O)Cc1cccc2ccccc12)c1ccc(N2CCN(c3ccc(F)cc3)CC2)c([N+](=O)[O-])c1 (stereo unspecified)	4%	-16%	-6%
CCN(CC(=O)NCc1cccs1)c1ccc(S(=O)(=O)N2CCCC2)cn1	-3%	-1%	29%
CCCCn1c(CCNC(=O)c2cccs2)nc2ccccc21	7%	-15%	6%
Cc1cc(C)c2c(CC(=O)Nc3nccs3)coc2c1	-2%	-4%	9%
CCN(Cc1ccccc1)C(c1ccc(Cl)cc1)c1nnnn1C(C)(C)C (stereo unspecified)	-3%	0%	10%
COc1cccc(C(=O)Nn2cnnc2)c1OC	/	-2%	0%

20 of these compounds in a different format:
Every second line gives: TDP1 block, FEN1 inhibitor, N370S GC mod
C=C1C[C@H](O[C@@H]2O[C@H](CO)[C@@H](O)[C@H](O)[C@H]2O)[C@@H]2[C@H](OC(=O)[C@H]2C)[C@H]2[C@H](C)[C@@H](O)C[C@@H]12
 : 0%, 2%, /
O=C(NCC(c1ccco1)N1CCc2ccccc21)C(=O)Nc1ccc(F)cc1F (stereo unspecified)
 : /, -4%, -2%
COc1ccc(CCNc2nc(-c3ccc(F)cc3)c(CC(=O)O)s2)cc1OC
 : 12%, 0%, -3%
COc1ccc(NC(=S)NC(=O)c2cccnc2)cc1
 : /, -9%, 2%
CCOc1ccccc1N1CC(c2nc3ccccc3n2CCCCOc2ccccc2)CC1=O (stereo unspecified)
 : 5%, -20%, /
O=C(Nc1cnc2ccccc2c1)N1CCOCC1
 : -1%, 9%, 0%
Cc1cc(N2CCN(C)CC2)nc2ccc(NC(=O)CCC(=O)NCc3ccco3)cc12
 : 3%, 5%, 2%
Cc1ccsc1C(=O)OCC(=O)N(C)C1CCCCC1
 : -1%, -3%, /
COc1ccccc1-n1c(N)cc(=O)nc1SCC(=O)Nc1cc(C)on1
 : 0%, 7%, 0%
O=C(NCc1ccc2c(c1)OCO2)c1nc(Cn2ccc([N+](=O)[O-])n2)no1
 : 4%, 0%, -7%
CCc1ccc(S(=O)(=O)Nc2ccc3[nH]c(=O)sc3c2)cc1
 : 1%, 14%, /
Cc1ccc(CNC(=O)C2CCN(S(=O)(=O)c3c(C)noc3/C=C/c3c(C)cc(C)cc3C)CC2)cc1
 : 7%, -12%, /
Cc1cc(NC(=O)COC(=O)c2cnccn2)ccc1Br
 : 0%, 0%, /
O=C1C(Oc2ccc(Cl)cc2)C(c2ccc3c(c2)OCO3)N1CC1CCCO1 (stereo unspecified)
 : 0%, -14%, 8%
O=C(NCCc1ccccc1)C(=Cc1ccc(C(=O)O)cc1)C(=O)NCCc1ccccc1
 : -8%, 1%, 1%
CCOC(=O)C1(CCOc2ccccc2)CCN(Cc2cc(OC)c(O)c(OC)c2)CC1
 : /, -3%, -18%
Cc1cccc(NC(=O)Nc2ccc(Cl)c(Cl)c2)n1
 : 6%, -4%, 28%
NC(=O)CC(NC(=O)Cc1cccc2ccccc12)c1ccc(N2CCN(c3ccc(F)cc3)CC2)c([N+](=O)[O-])c1 (stereo unspecified)
 : 4%, -16%, -6%
CCN(CC(=O)NCc1cccs1)c1ccc(S(=O)(=O)N2CCCC2)cn1
 : -3%, -1%, 29%
CCCCn1c(CCNC(=O)c2cccs2)nc2ccccc21
 : 7%, -15%, 6%

Next section:
SMILES	TDP1 block	FEN1 inhibitor	N370S GC mod
CCN1C(=O)c2cccc3c(S(=O)(=O)Nc4ncccc4C)ccc1c23	4%	2%	4%
CCCn1c(C(C)Nc2nc(-c3ccc(Cl)c([N+](=O)[O-])c3)cs2)nc2cc(Cl)c(N3CCCCC3)cc21 (stereo unspecified)	/	2%	6%
CCOC(=O)N1CCN(C(=O)CN(C)S(=O)(=O)c2ccc(Cl)cc2)CC1	1%[0.0935 µM]	-7%	-8%
COc1ccc(OC)c(Nc2nc3nonc3nc2N2CCCCC2)c1	4%	-1%	0%
Cc1cc(Cl)ccc1OCC(=O)NNC(=O)c1cccnc1	2%	-12%	-19%
CCCn1c(C)nc2c(c1=O)c1nc3ccccc3nc1n2CCC1=CCCCC1	1%	-8%	12%
CCC(Sc1nc(-c2cccc(OC)c2)c(C#N)c(=O)[nH]1)C(=O)Nc1nnc(C(C)C)s1 (stereo unspecified)	-7%	-20%	?
COc1cc(-c2nc(-c3ccc(-c4ccccc4)nc3OC)no2)cc(OC)c1OC	2%	/	6%
CN(C)/C(Cn1cncn1)=C1/N=C(c2c(F)cccc2F)OC1=O	/	-3%	1%
COc1ccccc1/C=C/C=N/NC(=O)CCn1cnc2ccccc21	7%	-16%	-19%
Cn1c(=O)c(=O)n(C)c2cc(S(=O)(=O)CCC(=O)N3CCCCC3)ccc21	/	-2%	-4%
COCCn1nc2cc(C(=O)NCC34CC5CC(CC(C5)C3)C4)ccc2c1OC	4%	-20%	14%
Cc1nn(C(=O)c2cccc([N+](=O)[O-])c2)c(C)c1Cl	/	1%	-7%
CCOc1ccc(-c2nnc(SCC(=O)Nc3ccccc3C(F)(F)F)o2)cc1	9%	-4%	/
CCc1ccc(NC(=O)/C(C#N)=C/c2cn(CC(=O)O)c3ccccc23)cc1	6%	-7%	1%
COc1ccc(NS(=O)(=O)c2ccc3c(c2)OCCO3)cc1OC	/	15%	-1%
COc1ccccc1N(C)S(=O)(=O)c1ccc(C(=O)NC2CCCCC2)cc1	-1%[56.1 µM]	0%	/
Cc1nc(/C(N)=N/OC(=O)c2c(-c3ccccc3Cl)noc2C)cs1	/	8%	2%
CC1CCCN(S(=O)(=O)CCNC(=O)c2ccc3c(c2)OCO3)C1 (stereo unspecified)	0%	-3%	4%
Cc1ccccc1-n1nc2c(c1NC(=O)c1ccco1)CS(=O)(=O)C2	1%	-4%	0%
Cc1cc(C)n2c(SCc3nnc(-c4cccs4)o3)nnc2n1	7%	2%	-3%
O=C(Nc1cccc(C(=O)N2CCN(c3cccc(Cl)c3)CC2)c1)c1ccccc1	11%	1%	15%
O=C(NCc1ccncc1)C1CCN(S(=O)(=O)c2cc(Cl)ccc2Cl)CC1	3%	-4%	-2%
CCc1nn2c(=O)cc(COC(=O)c3ccc(NC(=O)CCc4ccccc4)cc3)nc2s1	9%	1%	/
O=C(Cc1ccc(Nc2nc(=S)[nH]c3ccccc23)cc1)NC1CCCCC1	5%	/	-9%
CC1CCCC(C)N1C(=O)COC(=O)c1ccc(S(=O)(=O)N(C)c2ccccc2)cc1 (stereo unspecified)	-7%	-26%	/
COc1ccc(-c2csc(NC(=O)c3cccc(N4C(=O)CCC4=O)c3)n2)cc1C	6%	-2%	-8%
O=C(NCCCN=C1NS(=O)(=O)c2ccccc21)c1ccncc1	2%	-11%	5%
O=C(NCc1ccc(-c2csnn2)cc1)C1CC1	/	-2%	-1%
CCN(CC(=O)Nc1ccc2c(c1)OCCO2)CC(=O)Nc1ccc2c(c1)OCO2	4%	9%	5%
